Screening results: PubChem, several laboratories
Granule exo inh: lytic granule exocytosis inhibition. AID 651702. inhibition, % at 10 µM. 360,000 tested, 0.66% active. TALL-104 LAMP-1 surface exposure, flow cytometry; cells stimulated with thapsigargin and PMA;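 active = inhibition above about 55%, limit read from the data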
TWEAK-Fn14 inh: inhibitors of TWEAK-Fn14 interaction signaling; inhibition, % at 10 µM; TWEAK-stimulated Fn14 reporter cells, luciferase luminescence, 8 h; 360,000 tested, 2% active; AID 1159606; in the data active = inhibition above about 50%
SRC1 inh: inhibits human SRC1 coactivator; Q15788; HEK293 GAL4-SRC1 luciferase reporter, luminescence; inhibition, % at 3.6 µM; 360,000 tested, 0.12% active; AID 588354;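 active = inhibition above the campaign mean plus 3 SD, with each screening campaign given its own cutoff, cut at about 60% in these data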;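 also: 0% = DMSO treated cells and 100% = gossypol at 36 µM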
NR2F2 inh: inhibitors of human COUP-TFII (NR2F2). P24468. AID 686940. inhibition, % at 8.6 µM. 370,000 tested, 0.7% active. HEK293T NGFI-A luciferase reporter, luminescence;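 active = inhibition above a per-plate cutoff, mean inhibition of test wells between control levels plus 3 SD, cut at about 38% in these data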;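 also: cells cotransfected with COUP-TFII expression vector driving the NGFI-A reporter; 0% = median of COUP-TF2 test wells and 100% = reporter-only cells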
SRC3 inh: inhibits human SRC3 coactivator. HEK293 GAL4-SRC3 luciferase reporter, luminescence. inhibition, % at 3.6 µM. 360,000 tested, 0.17% active. AID 588352;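 active = inhibition above a per-campaign cutoff, the mean of all compounds plus 3 SD, cut at about 60% in these data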;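 also: 0% = DMSO-treated cells and 100% = gossypol-treated cells at 36 µM; higher means less SRC3-driven luciferase light from the GAL4 reporter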
SRC2 inh: human SRC2 (NCOA2) inhibition | Q15596 | AID 651957 | HEK293 GAL4-SRC2 luciferase reporter, luminescence | 370,000 tested, 0.17% active | inhibition, % at 9 µM;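 active = inhibition above the mean inhibition of all tested compounds plus 3 SD, set per campaign, cut at about 52% in these data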;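 also: 0% = DMSO treated cells and 100% = cells given Gossypol at 36 µM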
Target sequence (Q15596 whole entry, looked up, the tested form may be a part): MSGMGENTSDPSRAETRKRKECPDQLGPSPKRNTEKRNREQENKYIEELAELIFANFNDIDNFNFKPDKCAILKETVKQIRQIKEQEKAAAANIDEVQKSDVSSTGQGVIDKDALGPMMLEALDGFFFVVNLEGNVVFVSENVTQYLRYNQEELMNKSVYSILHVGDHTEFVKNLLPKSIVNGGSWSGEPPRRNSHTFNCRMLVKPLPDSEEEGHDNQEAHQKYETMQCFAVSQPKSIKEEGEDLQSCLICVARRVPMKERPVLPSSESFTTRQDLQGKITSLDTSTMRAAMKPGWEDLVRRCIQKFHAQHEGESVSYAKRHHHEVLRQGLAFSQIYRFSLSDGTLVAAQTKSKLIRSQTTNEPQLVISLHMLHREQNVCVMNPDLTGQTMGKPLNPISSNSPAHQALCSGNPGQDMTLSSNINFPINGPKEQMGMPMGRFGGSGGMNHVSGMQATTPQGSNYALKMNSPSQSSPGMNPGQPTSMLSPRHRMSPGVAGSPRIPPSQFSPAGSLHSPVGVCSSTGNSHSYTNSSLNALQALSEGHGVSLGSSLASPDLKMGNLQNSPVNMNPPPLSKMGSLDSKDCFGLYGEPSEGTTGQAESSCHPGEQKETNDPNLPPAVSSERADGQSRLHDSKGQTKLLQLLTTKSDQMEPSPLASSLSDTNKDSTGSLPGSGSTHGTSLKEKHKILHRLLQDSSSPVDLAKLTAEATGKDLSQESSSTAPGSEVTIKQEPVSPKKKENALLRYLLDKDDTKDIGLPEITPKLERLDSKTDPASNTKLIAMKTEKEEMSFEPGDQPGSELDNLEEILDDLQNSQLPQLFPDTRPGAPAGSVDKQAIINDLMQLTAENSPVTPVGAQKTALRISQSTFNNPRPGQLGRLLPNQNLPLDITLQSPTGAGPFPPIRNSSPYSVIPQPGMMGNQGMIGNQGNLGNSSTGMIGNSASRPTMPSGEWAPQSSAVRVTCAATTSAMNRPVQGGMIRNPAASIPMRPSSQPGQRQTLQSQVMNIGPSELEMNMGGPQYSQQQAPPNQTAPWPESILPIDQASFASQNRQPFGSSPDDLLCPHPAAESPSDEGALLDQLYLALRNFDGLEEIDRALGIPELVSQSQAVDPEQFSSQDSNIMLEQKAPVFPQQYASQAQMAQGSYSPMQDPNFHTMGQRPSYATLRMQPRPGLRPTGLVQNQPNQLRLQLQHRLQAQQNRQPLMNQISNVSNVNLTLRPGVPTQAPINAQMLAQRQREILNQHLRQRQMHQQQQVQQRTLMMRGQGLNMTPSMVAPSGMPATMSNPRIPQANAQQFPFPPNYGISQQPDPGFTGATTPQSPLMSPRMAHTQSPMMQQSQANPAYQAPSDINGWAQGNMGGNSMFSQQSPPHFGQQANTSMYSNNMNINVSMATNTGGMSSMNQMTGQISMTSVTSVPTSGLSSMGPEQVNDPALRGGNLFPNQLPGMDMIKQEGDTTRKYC
NOD2 RIPK2 PPI: inhibitors of human NOD2-RIPK2 interaction; CHO BLA complementation NOD2-RIPK2, CCF4 ratio; inhibition, % at 4.98 µM; 360,000 tested, 0.38% active; AID 624267; in the data active = inhibition above about 21%;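 also: 0% = vehicle only and 100% = reference blocker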
LRH-1 inv ag: NR5A2 inverse agonism in reporter assay. 360,000 tested, 0.13% active. AID 602396. HEK293T StAR-luciferase reporter, LRH-1 transfected, 24 h. inhibition, % at 3.6 µM;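 active = inhibition above the mean inhibition of all tested compounds plus 3 SD, cut at about 73% in these data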;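 also: 0% = DMSO wells and 100% = reporter-only cells lacking LRH-1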
TLR9-MyD88 block: blocks human TLR9 binding to MyD88; CHO BLA complementation TLR9-MyD88, CCF4 FRET ratio; inhibition, % at 4.98 µM; AID 504734; Q9NR96+Q99836; 340,000 tested, 0.21% active;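 active = inhibition above the mean over all tested compounds plus 3 SD, cut at about 21% in these data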;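 also: 0% = DMSO only wells and 100% = clavulanate BLA inhibitor control wells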
ABHD5-PLIN5 inh: ABHD5-PLIN5 protein interaction inhibition; Split G. princeps luciferase complementation, luminescence, 4 h; inhibition, % at 4 µM; AID 602281; 360,000 tested, 0.78% active;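 active = inhibition above the mean inhibition across every tested compound plus 3 SD, cut at about 22% in these data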;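 also: 0% = DMSO only wells and the 100% control is not disclosed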
TROY NFkB inh: TROY signaling inhibition; Q293 LMP1-TROYcd NF-kB luciferase reporter, 4 h; inhibition, % at 10 µM; 360,000 tested, 0.98% active;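 active = compounds whose plate-normalised and pattern-corrected inhibition of the luciferase reporter signal at the single screening dose is 50% or more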
* marks the source's active call; other numbers are inactive results. These rows are one share of the data; the hit share may differ from the screen's.

Results for CO/N=C(\C)c1ncc(C(F)(F)F)cc1N1CCOCC1 ?
Granule exo inh: -3; TWEAK-Fn14 inh: -2; SRC1 inh: -3; NR2F2 inh: -13; SRC3 inh: -5; SRC2 inh: 7; NOD2 RIPK2 PPI: -8; LRH-1 inv ag: -10; TLR9-MyD88 block: -7; ABHD5-PLIN5 inh: 2; TROY NFkB inh: 4

Results for O=C(c1cccc(C(F)(F)F)c1)N1CCC(=O)N(C(CO)Cc2ccccc2)CC1 (stereo unspecified) ?
Granule exo inh: 80*; TWEAK-Fn14 inh: 1; SRC1 inh: -12; NR2F2 inh: -1; SRC3 inh: -8; SRC2 inh: -28; NOD2 RIPK2 PPI: -5; LRH-1 inv ag: -3; TLR9-MyD88 block: -7; ABHD5-PLIN5 inh: 9; TROY NFkB inh: 4

How did CN(CC1CCOCC1)C(=O)CC1C(=O)NCCN1Cc1ccc(Cl)c(F)c1 (stereo unspecified) do in these assays?
Granule exo inh: -6; TWEAK-Fn14 inh: 5; SRC1 inh: -9; NR2F2 inh: 10; SRC3 inh: 5; SRC2 inh: 17; NOD2 RIPK2 PPI: -10; LRH-1 inv ag: -10; TLR9-MyD88 block: 9; ABHD5-PLIN5 inh: 1; TROY NFkB inh: -15

How did CCCC(=O)Nc1ccc(C(=O)Nc2nnc(COCC)s2)cc1 do in these assays?
Granule exo inh: -2; TWEAK-Fn14 inh: 3; SRC1 inh: -1; NR2F2 inh: 11; SRC3 inh: 7; SRC2 inh: -26; NOD2 RIPK2 PPI: -4; LRH-1 inv ag: -5; TLR9-MyD88 block: -7; ABHD5-PLIN5 inh: -5; TROY NFkB inh: 4

What do the screens show for `Cc1ccc(C(=O)Nc2nc(C(N)C(C)C)cs2)cc1` (stereo unspecified)?
Granule exo inh: 0; TWEAK-Fn14 inh: -10; SRC1 inh: -21; NR2F2 inh: -19; SRC3 inh: -42; SRC2 inh: -42; NOD2 RIPK2 PPI: 10; LRH-1 inv ag: -20; ABHD5-PLIN5 inh: 0; TROY NFkB inh: -42

What do the screens show for `Cc1c(NC(=O)COC(=O)c2ccc(Br)o2)c(=O)n(-c2ccccc2)n1C`?
Granule exo inh: -5; TWEAK-Fn14 inh: -3; SRC1 inh: 11; NR2F2 inh: -3; SRC3 inh: 21; SRC2 inh: 16; NOD2 RIPK2 PPI: -2; LRH-1 inv ag: -1; TLR9-MyD88 block: -5; ABHD5-PLIN5 inh: -2; TROY NFkB inh: 19

Results for O=C(C#Cc1ccccc1)c1ccccc1 ?
Granule exo inh: 7; TWEAK-Fn14 inh: 76*; SRC1 inh: -6; NR2F2 inh: -24; SRC3 inh: 19; SRC2 inh: -34; NOD2 RIPK2 PPI: 11; LRH-1 inv ag: 6; TLR9-MyD88 block: 13; ABHD5-PLIN5 inh: 25*; TROY NFkB inh: 37

How did Cc1cccc(NC(=O)c2cccc(C(=O)Nc3cccc(C)n3)c2)n1 do in these assays?
Granule exo inh: 1; TWEAK-Fn14 inh: -13; SRC1 inh: -12; NR2F2 inh: -4; SRC3 inh: -12; SRC2 inh: -31; NOD2 RIPK2 PPI: 4; LRH-1 inv ag: 3; TLR9-MyD88 block: 5; ABHD5-PLIN5 inh: 7; TROY NFkB inh: -33

What do the screens show for `COc1ccc(C2CC(=O)Oc3cc(OC)ccc32)cc1` (stereo unspecified)?
Granule exo inh: -4; TWEAK-Fn14 inh: 4; SRC1 inh: 9; NR2F2 inh: -11; SRC3 inh: 1; SRC2 inh: -9; NOD2 RIPK2 PPI: -11; LRH-1 inv ag: -7; TLR9-MyD88 block: -10; ABHD5-PLIN5 inh: -2; TROY NFkB inh: 2

How did O=S(=O)(NCCc1ccc(Cl)cc1)c1cccc2cccnc12 do in these assays?
Granule exo inh: 7; TWEAK-Fn14 inh: 16; SRC1 inh: -47; NR2F2 inh: 2; SRC3 inh: 4; SRC2 inh: 3; NOD2 RIPK2 PPI: -3; LRH-1 inv ag: -7; TLR9-MyD88 block: 3; ABHD5-PLIN5 inh: -2; TROY NFkB inh: 3

What do the screens show for `C[C@H]1CN([C@@H](C)CO)C(=O)c2cccc(NC(=O)Nc3ccc(F)cc3)c2O[C@@H]1CN(C)Cc1ccc(C(=O)O)cc1`?
Granule exo inh: 1; TWEAK-Fn14 inh: 3; SRC1 inh: 12; NR2F2 inh: 3; SRC3 inh: -12; SRC2 inh: -17; NOD2 RIPK2 PPI: 6; LRH-1 inv ag: -13; TLR9-MyD88 block: 2; ABHD5-PLIN5 inh: -3; TROY NFkB inh: -19

Results for COc1cc2c(cc1N/C=C(\C#N)c1nc(-c3ccccc3)cs1)oc1ccccc12 ?
Granule exo inh: 0; TWEAK-Fn14 inh: -22; SRC1 inh: 16; NR2F2 inh: -10; SRC3 inh: 15; SRC2 inh: 9; NOD2 RIPK2 PPI: 0; LRH-1 inv ag: 6; TLR9-MyD88 block: -5; ABHD5-PLIN5 inh: 2; TROY NFkB inh: -27

What do the screens show for `CC1CN(C2CCN(S(=O)(=O)c3ccccc3)CC2)CC(C)O1` (stereo unspecified)?
Granule exo inh: 2; TWEAK-Fn14 inh: -13; SRC1 inh: 6; NR2F2 inh: -5; SRC3 inh: -1; SRC2 inh: 7; NOD2 RIPK2 PPI: -7; LRH-1 inv ag: -1; TLR9-MyD88 block: -9; ABHD5-PLIN5 inh: -1; TROY NFkB inh: 3

What do the screens show for `Cc1ccc2c(cnn2C(=O)CCC(=O)N2CCCCC2)c1`?
Granule exo inh: 0; TWEAK-Fn14 inh: 7; SRC1 inh: 15; NR2F2 inh: -2; SRC3 inh: 21; SRC2 inh: -14; NOD2 RIPK2 PPI: 3; LRH-1 inv ag: 16; TLR9-MyD88 block: 1; ABHD5-PLIN5 inh: 4; TROY NFkB inh: -52

Results for CC(C)(C)C1CCc2onc(C(=O)NCc3ccc(F)cc3)c2C1 (stereo unspecified) ?
Granule exo inh: 1; TWEAK-Fn14 inh: -21; SRC1 inh: 9; NR2F2 inh: 17; SRC3 inh: 9; SRC2 inh: 19; NOD2 RIPK2 PPI: -15; LRH-1 inv ag: -2; TLR9-MyD88 block: 1; ABHD5-PLIN5 inh: -8; TROY NFkB inh: 11

Results for O=C(O)CNc1nc(-c2ccccc2)c2cc([N+](=O)[O-])ccc2n1 ?
Granule exo inh: -3; TWEAK-Fn14 inh: 2; SRC1 inh: -6; NR2F2 inh: 16; SRC3 inh: 10; SRC2 inh: 7; NOD2 RIPK2 PPI: 5; LRH-1 inv ag: 25; TLR9-MyD88 block: 5; ABHD5-PLIN5 inh: -10; TROY NFkB inh: 9

What do the screens show for `COCCCNC(=O)c1cc(Nc2ccc(OC)cc2OC)nc2ccccc12`?
Granule exo inh: -7; TWEAK-Fn14 inh: 19; SRC1 inh: -9; NR2F2 inh: -3; SRC3 inh: 17; SRC2 inh: -23; NOD2 RIPK2 PPI: -8; LRH-1 inv ag: 15; TLR9-MyD88 block: -6; ABHD5-PLIN5 inh: -3; TROY NFkB inh: -2

Results for CC1(C(=O)NS(=O)(=O)Cc2ccccc2)CCN1C(=O)Cc1ccccc1Cl (stereo unspecified) ?
Granule exo inh: 2; TWEAK-Fn14 inh: 1; SRC1 inh: -4; NR2F2 inh: 8; SRC3 inh: -8; SRC2 inh: 2; NOD2 RIPK2 PPI: -5; LRH-1 inv ag: -13; ABHD5-PLIN5 inh: -3; TROY NFkB inh: -12

What do the screens show for `CCOc1ccc(CCNC(=O)COC(=O)c2c(C)nn(-c3ccccc3)c2C)cc1OCC`?
Granule exo inh: -4; TWEAK-Fn14 inh: -10; SRC1 inh: 1; NR2F2 inh: 3; SRC3 inh: 0; SRC2 inh: -4; NOD2 RIPK2 PPI: -2; LRH-1 inv ag: 42; TLR9-MyD88 block: 5; ABHD5-PLIN5 inh: -3; TROY NFkB inh: -32

How did CCCCCCCC(=O)NC(Nc1ccccc1OC)C(Cl)(Cl)Cl (stereo unspecified) do in these assays?
Granule exo inh: 3; TWEAK-Fn14 inh: 10; SRC1 inh: -26; NR2F2 inh: 5; SRC3 inh: 21; SRC2 inh: 0; NOD2 RIPK2 PPI: -21; LRH-1 inv ag: 11; TLR9-MyD88 block: -7; ABHD5-PLIN5 inh: 0; TROY NFkB inh: -2

Results for CCOC(=O)C(NC(C)=O)(NS(=O)(=O)c1ccccc1)C(F)(F)F (stereo unspecified) ?
Granule exo inh: -3; TWEAK-Fn14 inh: 0; SRC1 inh: -9; NR2F2 inh: 4; SRC3 inh: -7; SRC2 inh: -2; NOD2 RIPK2 PPI: -16; LRH-1 inv ag: 11; TLR9-MyD88 block: -10; ABHD5-PLIN5 inh: -2; TROY NFkB inh: 5

How did CCCCCCNC(=O)c1ccc(Br)o1 do in these assays?
Granule exo inh: -3; TWEAK-Fn14 inh: -5; SRC1 inh: 0; NR2F2 inh: 10; SRC3 inh: -13; SRC2 inh: -16; NOD2 RIPK2 PPI: 1; LRH-1 inv ag: 5; TLR9-MyD88 block: 1; ABHD5-PLIN5 inh: -13; TROY NFkB inh: -6

Results for Cc1cc(Cl)ccc1NC(=O)CN1CCCC1 ?
Granule exo inh: -6; TWEAK-Fn14 inh: -3; SRC1 inh: -13; NR2F2 inh: 1; SRC3 inh: -12; SRC2 inh: -30; NOD2 RIPK2 PPI: 0; LRH-1 inv ag: -2; TLR9-MyD88 block: -3; ABHD5-PLIN5 inh: -2; TROY NFkB inh: 14

How did O=C(c1cc(S(=O)(=O)N2CCCC2)c(Cl)cc1Cl)N1CCCC1 do in these assays?
Granule exo inh: -11; TWEAK-Fn14 inh: 36; SRC1 inh: 9; NR2F2 inh: 22; SRC3 inh: 5; SRC2 inh: -7; NOD2 RIPK2 PPI: -2; LRH-1 inv ag: 3; TLR9-MyD88 block: -7; ABHD5-PLIN5 inh: 1; TROY NFkB inh: 7

What do the screens show for `Cc1ccc(Sc2ncccc2[N+](=O)[O-])cc1`?
Granule exo inh: -8; TWEAK-Fn14 inh: 4; SRC1 inh: -1; NR2F2 inh: 12; SRC3 inh: 4; SRC2 inh: -3; NOD2 RIPK2 PPI: -6; LRH-1 inv ag: -12; TLR9-MyD88 block: -12; ABHD5-PLIN5 inh: -9; TROY NFkB inh: 2

How did O=C(c1ccc(CS(=O)c2ccccc2Cl)o1)N1CCN(c2ccccc2)CC1 (stereo unspecified) do in these assays?
Granule exo inh: 6; TWEAK-Fn14 inh: -6; SRC1 inh: 8; NR2F2 inh: -28; SRC3 inh: 11; SRC2 inh: 16; NOD2 RIPK2 PPI: 12; LRH-1 inv ag: -6; TLR9-MyD88 block: 7; ABHD5-PLIN5 inh: -8; TROY NFkB inh: -10
